Assay outcomes (PubChem BioAssay)
CXXC DNA block: blocks binding of human MLL CXXC domain to DNA; AID 2662; actives 0.037% (n = 290,000); MLL-CXXC / FITC-HOXA9 DNA fluorescence polarization; Potency, µM (doses to about 115 µM), without a hit: at the top dose activity change, negative = inhibition, usual class: inhibitors; Q03164; active = well fitted inhibition curve with a large enough effect in the polarisation, with a control signal flat, not every such curve was filed as active; inconclusive = small, poorly fitted or top-dose-only effect, or effect the other way, or a change in a side signal; inactive = no such curve, though single readings can be large or run the other way; the % refers to the polarisation; note: potency is the fitted concentration of half-maximal effect
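Purified MLL-CXXC (added from a 7 uM solution) was preincubated 5 min at ambient with pinned compounds in 50 mM Tris-HCl pH 7.5, 50 mM NaCl, 1 mM DTT, 0.05% BSA. Fluorescein-labeled HOX-A9 DNA (50 nM solution) followed, 30 min, then polarization read.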
MBNL1 CUG block: inhibitors of human MBNL1 binding to CUG repeat RNA | Q9NR56 | TR-FRET MBNL1-His/biotin-(CUG)12 binding, 665/545 ratio | Potency, µM (titrated, usually from 57.5 µM), inactives show at the highest dose activity change, negative = inhibition, most hits filed as inhibitors | actives 0.036% (n = 280,000) | AID 2675; active = well fitted inhibition curve with a large enough effect in the signal ratio, with a control signal flat, not every such curve was filed as active; inconclusive = small, poorly fitted or top-dose-only effect, or effect the other way, or a change in a side signal; inactive = no such curve, though single readings can be large or run the other way; the % refers to the signal ratio; note: potency is the fitted concentration of half-maximal effect; % is set by controls: 0 for no effect and ±100 for the full control effect
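Compounds (final 92 nM to 58 uM) are added to His-tagged MBNL1 and biotin-(CUG)12, then terbium anti-His antibody and streptavidin-XL665 (5 nM final). After 60 min at room temperature, the 665/545 nm ratio is read.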
AT treatment: potential ataxia-telangiectasia treatment | Potency, µM (titrated, usually from 57.5 µM), inactives show at the top dose activation, hits mostly activators | AID 485349 | […] A-T fibroblasts, KAP-1 phosphorylation AlphaLISA; neocarzinostatin DNA damage 30 min before lysis | actives 0.19% (n = 320,000); note: potency is the fitted concentration of half-maximal effect; % of control where 0% means no effect; nearly all actives have a fitted effect of over 45% in size
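ATM-like activity read as KAP-1 phosphorylation via AlphaLISA donor/acceptor antibody pairs after lysis and 6 hr at 25C. Cells were ATM-null patient fibroblasts ([…], hTERT), dosed 60 min, then exposed to the DSB inducer NCS for 30 min.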
FBPA coupling cs: counter-screen for Giardia aldolase inhibitors: coupling enzyme system | actives 0.67% (n = 290,000) | coupling enzyme system counterscreen, AmpLite Red fluorescence | activity change, negative = inhibition, % at 58.2 µM, hits read low; in the data active = activity change below about -30%; note: % is set by controls: 0 for no effect and ±100 for the full control effect
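Final compound at 57.5 uM, incubated 10 min at RT with coupling enzyme reagent (glyceraldehyde-3-phosphate), then 20 min with substrate and AmpLite Red detection. Fluorescence read at 525/598 nm; tests interference with the coupling assay, not aldolase inhibition.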
S-ASM inh: inhibitors of human secretory acid sphingomyelinase. actives 0.006% (n = 340,000). placental ASM, HMU-PC fluorogenic substrate, 60 min. Potency, µM (highest dose often 57.5 µM), without a hit: at the top dose activity change, negative = inhibition, actives largely listed as inhibitors. P17405; note: potency is the fitted concentration of half-maximal effect
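Human placenta-derived ASM preincubated with compound 10 min at room temperature, then reacted with 9 uM (final) fluorogenic HMU-PC substrate for 60 min at 37 C. Stop solution raises pH to 10; fluorescence read at Ex 386/Em 447 nm.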
KCNH2 3.1 block: blocks the human KCNH2 3.1 channel isoform; U2OS KCNH2 3.1, thallium flux FluxOr; stronger effect = lower value; actives 0.95% (n = 340,000); activity change, % (tested at about 1.8 µM);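 active = maximum activity change below -70%; inconclusive = maximum activity change from -70% to -50%; inactive = maximum activity change above -50%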;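 note: thallium influx rate constant from kinetic fluorescence after stimulation buffer; % is set by controls: 0 for no effect and ±100 for the full control effect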
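Thallium flux read-out: FluxOr dye with Red40 quencher in HBSS/HEPES, 45 min at RT. Rate constants from kinetic reads were normalized to positive and negative DMSO controls. Cells: U2OS virally expressing the 3.1 isoform.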
GALK inh: inhibitors of human galactokinase. P51570. Purified GALK, Kinase-Glo residual ATP luminescence. Potency, µM (series often up to 57.5 µM), for inactives: at the top dose activity change, negative = inhibition, hits mostly inhibitors. actives 0.007% (n = 270,000). AID 1868; note: potency is the fitted concentration of half-maximal effect; % is set by controls: 0 for no effect and ±100 for the full control effect
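Human GALK (5 nM) with 35 uM ATP and 100 uM galactose in 20 mM HEPES pH 8.0, 5 mM MgCl2, 60 mM NaCl, 1 mM DTT, 0.01% BSA. After 1 h at room temperature, leftover ATP was read by Kinase-Glo Plus luminescence.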
a7 integrin act: activators of alpha7 integrin expression for muscular dystrophy. alpha7betagal myoblasts, beta-gal FDG fluorescence, 48 h. actives 0.064% (n = 350,000). Potency, µM (series often up to 38.3 µM), for the others: at the top dose activation, most hits filed as activators. AID 624291;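 note: potency is the fitted concentration of half-maximal effect; 100% = response of the positive control SU9516; nearly all actives have a fitted effect of over 60% in size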
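Alpha7betagal+/- myoblasts (passage 13) were plated 16-24 hr, then exposed to compounds (1:260 dilution of DMSO stock) for 48 hours at 37C. After MPER lysis, β-galactosidase reporter activity was read as FDG fluorescence (ex 480/em 540) after 30 minutes.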
hERG WT inh: inhibitors of human wildtype KCNH2 potassium channel; Q12809; U2OS, BacMam KCNH2, thallium flux FluxOr; stronger effect = lower value; activity change, % at 1.84 µM; actives 0.37% (n = 340,000);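 active = maximum activity change below -70%; inconclusive = maximum activity change between -70% and -50%; inactive = maximum activity change above -50%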; note: % is set by controls: 0 for no effect and ±100 for the full control effect
Target sequence (Q12809 whole entry, looked up): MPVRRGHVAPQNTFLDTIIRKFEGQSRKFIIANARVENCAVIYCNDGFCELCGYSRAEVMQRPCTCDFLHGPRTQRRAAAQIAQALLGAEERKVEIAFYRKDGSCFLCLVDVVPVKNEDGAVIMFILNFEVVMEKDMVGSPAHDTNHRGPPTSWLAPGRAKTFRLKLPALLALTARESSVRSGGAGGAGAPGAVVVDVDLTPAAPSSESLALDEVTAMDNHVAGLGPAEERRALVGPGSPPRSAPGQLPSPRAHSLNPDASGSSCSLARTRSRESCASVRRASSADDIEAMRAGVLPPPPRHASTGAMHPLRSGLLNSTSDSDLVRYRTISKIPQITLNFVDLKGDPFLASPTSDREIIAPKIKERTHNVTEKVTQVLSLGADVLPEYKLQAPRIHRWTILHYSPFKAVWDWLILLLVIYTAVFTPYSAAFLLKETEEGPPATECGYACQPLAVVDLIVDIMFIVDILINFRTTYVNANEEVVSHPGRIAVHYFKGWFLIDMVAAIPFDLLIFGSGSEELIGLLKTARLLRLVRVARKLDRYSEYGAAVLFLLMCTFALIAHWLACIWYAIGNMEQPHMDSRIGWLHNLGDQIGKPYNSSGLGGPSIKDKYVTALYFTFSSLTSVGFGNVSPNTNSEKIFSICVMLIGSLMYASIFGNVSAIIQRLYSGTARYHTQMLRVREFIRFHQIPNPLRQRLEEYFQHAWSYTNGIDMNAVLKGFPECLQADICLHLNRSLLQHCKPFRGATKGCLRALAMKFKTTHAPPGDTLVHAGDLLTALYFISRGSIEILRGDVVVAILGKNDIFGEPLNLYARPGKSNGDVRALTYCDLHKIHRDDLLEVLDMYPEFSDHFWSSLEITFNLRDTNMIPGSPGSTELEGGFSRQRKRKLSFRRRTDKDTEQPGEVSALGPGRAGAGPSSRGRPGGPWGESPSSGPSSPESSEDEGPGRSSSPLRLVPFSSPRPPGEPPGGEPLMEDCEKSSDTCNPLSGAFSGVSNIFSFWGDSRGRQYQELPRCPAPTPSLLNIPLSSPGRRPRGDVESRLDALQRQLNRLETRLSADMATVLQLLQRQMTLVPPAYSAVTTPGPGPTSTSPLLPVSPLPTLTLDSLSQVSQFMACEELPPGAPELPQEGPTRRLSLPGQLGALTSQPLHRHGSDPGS
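U2OS cells were transduced with wild-type KCNH2 virus (2.03 x 10^8 / mL) for 4 h at room temperature, then cultured overnight at 37 C. Thallium flux was read with FluxOr dye. Rate constants were normalized to DMSO controls.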
TRPV1 ag: agonists of human vanilloid receptor 1 (TRPV1); activation, % at 8.33 µM; actives 0.19% (n = 320,000); AID 540275; TRPV1-expressing cells, Fluo-8 calcium influx, agonist mode; Q8NER1; in the data active = activation above about 80%; inconclusive = between about 30% and that limit; note: 0% is about no effect
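Fluo-8 calcium influx in TRPV1-expressing cells, kinetic read (ex 480/em 520 nm). Compound added and read 3 min for agonist activity, followed by capsaicin at EC20 final and 2 min further read for enhancement.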
* hit, by the source's call; ? = inconclusive; nt = no result given; [ ] = dose if it differs, or a comment. Unless noted, calls come from the whole dose curve; as a rule, active = well fitted curve in the direction sought with a large enough effect; inconclusive = small, poorly fitted or top-dose-only effect, or another doubt; inactive = no such curve, though single readings can be large; an effect the other way counts as inactive or inconclusive.

SMILES	CXXC DNA block	MBNL1 CUG block	AT treatment	FBPA coupling cs	S-ASM inh	KCNH2 3.1 block	GALK inh	a7 integrin act	hERG WT inh	TRPV1 ag
COc1ccc(NC(=O)NC2CCCCCCC2)cc1OC	14%	-6%	7%	0	-1%	2	-1%	11%	-2	?
CCOC(=O)c1cnc(SC)nc1Sc1ccccc1Cl	-3%	4%	nt	-2	-7%	-4	1%	-6%	9	11
O=C(c1ccc(C23CC4CC(CC(C4)C2)C3)o1)N1CCOCC1	6%	8%	0%	0	2%	-2	0%	-18%	-20	?
CC(C)Cn1cc(C(=O)NCCCN2CCCC2=O)c2c3ccccc3n(C)c2c1=O	-6%	?	18%	-4	20%	-3	-1%	-14%[7.66 µM]	7	4
Cc1ccc2c(c1)c(CC(=O)Nc1ccc(F)cc1)c(C(=O)O)n2C	-12%	-18%	1%	10	5%	8	2%	23%	0	-3
CCCN1C(=O)C2(/C(=C(\O)c3ccc4c(c3)OCCO4)C(=O)C(=O)N2CCCOC)c2ccccc21 (stereo not drawn)	-12%	0%	-7%	9	-1%	-7	0%	-3%	7	-3
Cc1ccc(CNC(=O)C(=O)NCC2OCCN2S(=O)(=O)c2ccc(Br)cc2)cc1 (stereo not drawn)	6%	-2%	24%	nt	-9%	-7	6%	-8%	10	0
Cc1ccc2oc(=O)n(CCCOc3ccccc3)c2c1	4%	0%	1%	-4	-5%	-1	-3%	4%	0	14
COc1ccc(C(CNC(=O)COc2cccc(C)c2)N2CCCC2)cc1 (stereo not drawn)	nt	nt	-5%	nt	0%	-5	nt	-17%	26	4
C=CCNC(=O)/C=C/c1cccs1	10%	11%	-9%	2	-2%	-6	3%	13%	-1	-2
CCN(CC)S(=O)(=O)c1cccc(NC(=O)COc2ccc(C#N)cc2OC)c1	-5%	-2%	-2%	3	3%	-2	1%	14%	12	-1
CC(C)(C)n1cn[nH]c1=S	4%	1%	-9%	3	0%	13	nt	-25%	-25	-3
O=C(NCCNCCO)c1c(O)c2cccc3c2n(c1=O)CCC3	-3%	-8%	-2%	-5	0%	9	3%	-32%	-3	2
COc1ccc(C2=CC(=O)C=CC2=O)cc1	26%	-7%	-7%	-36*	nt	nt	-2%	nt	nt	14
Cc1cc(=O)oc2cc(NC(=O)c3cccc(F)c3)ccc12	8%	48%[activator]	-20%	1	-3%	-18	nt	20%	3	1
CC(C)(C)C(=O)Nc1ccc(S(=O)(=O)c2ccc(NC(=O)C(C)(C)C)cc2)cc1	-7%	-2%	2%	0	-9%	2	0%	6%	8	-1
COc1ccccc1NC(=O)c1ccc(NC(=O)COC(=O)CCC2CCCC2)cc1	2%	-6%	3%	-7	-7%	9	0%	11%	-8	-10
Cc1cc(N2CCCCCC2)nc2ccc(F)cc12	nt	nt	nt	nt	429%[activator]	1	nt	-19%	3	nt
CC(C)NC(=O)c1c(CSc2ccccc2)noc1C(=O)NCc1ccccc1	-1%	-9%	16%	2	-2%	0	4%	11%	-2	?
S=C(Nc1cccc(Cl)c1Cl)N1CCCC1	20%	1%	6%	nt	6%	-1	-4%	35%	-8	3
Cc1cccc(C(=O)Nc2nnc(SCC(=O)NC3CC3)s2)c1	-2%	-4%	3%	-6	0%	10	16%	?	-6	0
COc1ccc(NC(=O)c2nc3nccc(C)n3n2)cc1S(=O)(=O)N1CCOCC1	nt	nt	1%	nt	3%	-18	nt	-15%	-36	nt
COc1ccc(/C=N/OCC(=O)NC(c2ccccc2)c2ccccc2)cc1OC	-1%	nt	-2%	1	-2%	-24	0%	-47%[inhibitor]	-13	21
CCCN(Cc1nnc(-c2ccccc2Cl)o1)C(=O)c1cc(S(=O)(=O)N2CCOCC2)ccc1F	nt	nt	-1%	nt	0%	-21	nt	-11%	-12	7
Cc1ccc(CC2C(=O)N(c3nc(C)cc(C)n3)C(=O)C2C)cc1 (stereo not drawn)	-2%	-6%	3%	-5	-1%	5	1%	2%	17	3
(more compounds)
SMILES	CXXC DNA block	MBNL1 CUG block	AT treatment	FBPA coupling cs	S-ASM inh	KCNH2 3.1 block	GALK inh	a7 integrin act	hERG WT inh	TRPV1 ag
Cn1c(=O)c(-c2cccc(Cl)c2)c(O)c2ccccc21	nt	nt	nt	nt	1%	3	nt	37%	-3	nt
COc1ccc2nc3c(cc2c1)c(NC(=O)c1cccs1)nn3CC(C)C	0%	25%	28%	-14	419%[activator]	-29	-2%	-35%	-5	?
CSc1ccccc1C(=O)OCC(=O)N1CCN(C(C)=O)CC1	nt	nt	-5%	nt	4%	3	nt	-13%	-6	-1
CCn1ncc(Br)c1C(=O)Nc1ccccc1C(=O)OC	nt	nt	nt	nt	-3%	2	nt	-7%	-1	nt
CCOC(=O)c1[nH]c(C)c(CN(CCc2ccc(OC)c(OC)c2)C(=O)CCCC(=O)O)c1C	5%	-9%	-5%	1	2%	0	-1%	0%	-3	0
Cc1cccc(NS(=O)(=O)c2cn(C)c(=O)n(C)c2=O)c1C	nt	-2%	-9%	1	0%	-16	nt	-16%	-4	0
COc1ccccc1NS(=O)(=O)c1cc(C(=O)N2CCCCCC2)ccc1C	nt	nt	3%	nt	-5%	-5	nt	-6%	5	nt
Cc1nnc(SCC(=O)N(C)c2c(N)n(Cc3ccccc3)c(=O)[nH]c2=O)n1Cc1ccccc1	9%	-7%	1%	1	4%	0	0%	18%	6	-2
CSCCC(NC(=O)c1ccc(Cl)cc1)C(=O)NC(C)(C)C (stereo not drawn)	-8%	-1%	3%	5	-4%	7	1%	-17%[7.66 µM]	14	11
CN(C(=O)COC(=O)/C=C/c1cccs1)C1CCCCC1	nt	nt	nt	nt	0%	-4	nt	-16%	2	nt
CC1Cc2ccccc2N1C(=O)CN(C)CC(=O)Nc1ccc(F)cc1 (stereo not drawn)	nt	nt	3%	nt	4%	-7	nt	-1%	1	-2
Cc1ccc(-c2cc(NC(=O)c3ccccc3[N+](=O)[O-])n[nH]2)cc1	-4%	?	-1%	-4	-5%	3	0%	-9%	-25	3
Cc1ccccc1-n1c(C)cc(/C=C2/C(=N)N3C(c4ccccc4)=CSC3=NC2=O)c1C	10%	30%	-19%	0	67%[activator]	2	-2%	-3%	21	-3
COc1cc(/C=C/C(=O)OCC(=O)N(C)CC(=O)Nc2ccc(F)cc2)ccc1OC(F)F	nt	nt	6%	nt	-11%	-5	nt	-12%	5	-1
Nn1cnnc1SCC(=O)Nc1ccc(C2CCCCC2)cc1	3%	-14%	-6%	2	-3%	9	6%	-21%	-18	28
Cc1sc2ncn(CC(=O)N3CCN(c4ccc(F)cc4)CC3)c(=O)c2c1S(=O)(=O)N1CCOCC1	3%	-10%	-5%	0	11%	2	16%	-23%	3	3
Cc1ccc(CSc2nnc(-c3ccc(S(=O)(=O)N4CCCC4)cc3)o2)cc1	-4%	-1%	0%	1	-7%	-6	5%	-38%[7.66 µM]	4	4
Cc1ccc(NC(=O)c2ccc(Br)o2)cc1S(=O)(=O)N(C)C	-2%	-2%	1%	-2	-3%	-4	4%	15%	0	?
COc1ccccc1NC(=O)Nc1nnc(C(C)C)s1	7%	-8%	5%	2	-2%	9	1%	11%	0	1
Cc1ccc(N(C(=O)Nc2ccccc2)C2=NCCC2)cc1	12%	-4%	11%	-2	0%	12	0%	?	1	3
Cc1ccnc(NC(=O)C2(c3cccs3)CCOCC2)c1	0%	-5%	7%	0	nt	3	1%	19%	11	-3
Cc1nonc1CN(C)C(=O)c1cc(COc2ccc(F)cc2Cl)on1	1%	-6%	8%	nt	-3%	3	-2%	?	2	2
CCOC(=O)N1CCN(C(=O)CNC2CCCCCCC2)CC1	-3%	-4%	5%	4	0%	9	9%	15%	-2	-1
Cc1ccc(CN2CCSc3ccc(C(=O)NCc4cccnc4)cc32)cc1	2%	15%	7%	0	435%[activator]	-15	-1%	-17%	-4	?
CCOC(=O)C1(C)NC(c2ccco2)C2C(=O)N(c3ccccc3)C(=O)C21 (stereo not drawn)	1%	-7%	0%	3	-4%	-2	16%	13%	-8	3
Carrying on:
SMILES	CXXC DNA block	MBNL1 CUG block	AT treatment	FBPA coupling cs	S-ASM inh	KCNH2 3.1 block	GALK inh	a7 integrin act	hERG WT inh	TRPV1 ag
Cc1ccc(SCc2c(C#N)c3ccccc3n2C)cc1	-16%	7%	3%	0	-2%	-8	-1%	7%	4	21
Cc1ccc2cc(CCNC(=O)C(C)C)c(=O)[nH]c2c1C	-4%	-4%	-1%	1	-2%	1	0%	-22%	-1	-2
Cn1c(CN2CCCC2)nc2cc(NS(=O)(=O)c3ccc(Cl)cc3)ccc21	20%	2%	nt	-1	-2%	-30	-1%	-13%	21	-1
Clc1ccccc1Cn1c(/C=C/c2ccco2)nc2ccccc21	25%	nt	6%	0	130%[activator]	-18	-2%	-34%	2	13
Cc1ccc(-c2n[nH]c(=S)n2Cc2ccccc2)cc1	-1%	2%	-3%	4	-6%	10	0%	-12%	2	1
Cc1ccc(N(C(=O)c2csnn2)C(C(=O)NC(C)(C)C)c2ccncc2)cc1 (stereo not drawn)	0%	-9%	-2%	2	0%	5	-3%	2%	16	-3
